RmlCD inh mix: RmlC/RmlD inhibition, mixture screen. RmlC/RmlD coupled enzyme inhibition, 384-well mixture HTS. inhibition, % at 5.5 µM. 110,000 compounds, 0.39% hits; in the data active = inhibition above about 30%, passing the limit was not always enough; inconclusive = no clear call, values can overlap the other calls; also: strong numbers were not always called active
HIV RNase H inh: blocks HIV-1 RNase H cleavage of RNA/DNA duplex. RT-RNase H RNA/DNA duplex cleavage, fluorescence. inhibition, % at 10 µM. AID 565. 65,000 compounds, 1.9% hits. P04585; in the data active = inhibition above about 50%
The depositor's hits bear a star; ? = inconclusive; . = not tested or not shown. These rows are one share of the data; rates above refer to the full screens.

| molecule | RmlCD inh mix | HIV RNase H inh |
| --- | --- | --- |
| CCN(CC)Cc1c(O)ccc2c(C)c(CC(=O)OC)c(=O)oc12 | 110* | -1 |
| COc1ccc(Cl)cc1S(=O)(=O)N1CCN(Cc2ccc3c(c2)OCO3)CC1 | 29 | -75 |
| CC(C)CC(NC(=O)OC(C)(C)C)C(=O)NC(C(=O)NC(C)C(N)=O)C(C)C (configuration not stated) | -10 | -1 |
| COCCCNC(=O)CN1CCN(Cc2ccc(Cl)cc2)C1=O | 3 | . |
| Cn1c(SCc2nnc3n2CCCCC3)nc2ccccc21 | 5 | -7 |
| CC1CCCCN1C(=O)/C(=C\c1ccccc1)c1ccccc1 (configuration not stated) | -9 | . |
| CCCCn1c(NCc2ccccc2NS(=O)(=O)c2ccc(C)cc2)nc2ccccc21 | -13 | . |
| COc1ccc(C(=O)Nc2cc(OC)c(NC(=O)c3ccco3)cc2OC)cc1 | -11 | . |
| CCCCCCn1c(O)c(C=NC2CCCCC2N)c(=O)[nH]c1=O (configuration not stated) | -21 | 51* |
| CCNC(=S)N(Cc1ccc2c(c1)OCO2)C1CC(=O)N(c2ccc(F)cc2)C1=O (configuration not stated) | 6 | . |
| CCOc1ccc(-c2nc(C#N)c(N3CCOCC3)o2)cc1 | 11 | -25 |
| O=S(=O)(NC1CCCC1)c1ccccc1Cl | 3 | -8 |
| CC1(C)Cc2ccccc2C(NNC(=O)c2ccncc2)=N1 | -6 | . |
| CCN(CC)CCNC(=O)c1ccccn1 | -5 | -1 |
| COCC(=O)Nc1cc(C(=O)Nc2cccc(C)c2C)ccc1Cl | 4 | . |
| CCn1c(-c2ccc(Cl)cc2)n[nH]c1=S | -9 | . |
| CCN(CC)C(=O)c1sc(N)c(C#N)c1C | -29 | 21 |
| CC(=O)c1ccc(NC(=O)CCNS(=O)(=O)c2cccc3nonc23)cc1 | 7 | -48 |
| C=CCOC(=O)C1=C(C)NC(=O)NC1/C=C/c1ccccc1 (configuration not stated) | 1 | -37 |
| O=C(NCc1ccccc1)C(=O)NCC1OCCN1S(=O)(=O)c1ccc2c(c1)OCCO2 (configuration not stated) | 3 | . |

A few values from above:
COCC(=O)Nc1cc(C(=O)Nc2cccc(C)c2C)ccc1Cl in RmlCD inh mix is listed with 4
CCCCCCn1c(O)c(C=NC2CCCCC2N)c(=O)[nH]c1=O (configuration not stated) in RmlCD inh mix is listed with -21
COCCCNC(=O)CN1CCN(Cc2ccc(Cl)cc2)C1=O in RmlCD inh mix is listed with 3

Next part
| molecule | RmlCD inh mix | HIV RNase H inh |
| --- | --- | --- |
| Cc1c(NC(=O)C(CC(=O)O)NCc2ccco2)c(=O)n(-c2ccccc2)n1C (configuration not stated) | -9 | -1 |
| CC1CCN(C(=O)c2ccc(NS(C)(=O)=O)cc2)CC1 | -4 | -7 |
| CC(C)(C)C1CCc2[nH]c3ccccc3c(=O)c2C1 (configuration not stated) | -11 | 1 |
| N#CCCN1CCNCC1 | -8 | . |
| CCOC(=O)c1nnn(-c2nonc2N)c1CN1CCc2ccccc2C1 | -1 | -3 |
| NC(=O)[C@H]1CC2(CC(c3cccc(NC(=O)COc4ccc(Cl)cc4)c3)=NO2)CN1C(=O)CC(c1ccccc1)c1ccccc1 (some centres not stated) | 8 | . |
| S=C(Nc1ccccc1)N1CCn2c1nc1ccccc12 | -9 | . |
| COC(=O)c1ccccc1S(=O)(=O)N(Cc1ccco1)Cc1cc2cc(OC)ccc2[nH]c1=O | -8 | 16 |
| Cc1cc(C(=O)Nc2cccnc2)cs1 | -9 | -9 |
| CC1CCCC(NC(=O)c2ccc3c(=O)n(CC4CCCO4)c(=O)[nH]c3c2)C1C (configuration not stated) | ? | 5 |
| Cc1cc(Nc2cccc(C)c2C)n2ncnc2n1 | . | -14 |
| CCOc1ccc(NC(=O)CN2CCN(CC(=O)Nc3ccc(C(=O)OC)cc3)CC2)cc1 | -11 | -5 |
| O=C(c1cc2ccccn2n1)N1CCN(c2cccc(C(F)(F)F)c2)CC1 | 9 | 8 |
| COc1ccccc1N/C(=N/S(=O)(=O)c1ccc(Cl)cc1)c1ccccc1 | 1 | . |
| COc1ccc(-c2nnc(SCC(=O)Nc3ccc4c(c3)OCCO4)n2N)cc1OC | 3 | . |
| CCn1cc(C2=NC(c3ccccc3)CO2)c2ccccc21 (configuration not stated) | -10 | -25 |
| Cc1ccc(CCNC(=O)C2CCN(S(=O)(=O)N3CCCC3)CC2)cc1 | 7 | -1 |
| S=C(Nc1ccccc1)N1CCN(C2CCCCC2)CC1 | -14 | . |
| CCCCn1c(CNC(=O)Cc2ccccc2)nc2ccccc21 | 3 | . |
| Cc1ccccc1-c1nc2ccccc2[nH]1 | -45 | . |

6 of the compounds above, with values under each structure:
The line under a structure holds: RmlCD inh mix | HIV RNase H inh
> Cc1cc(Nc2cccc(C)c2C)n2ncnc2n1
 : . | -14
> CCOc1ccc(NC(=O)CN2CCN(CC(=O)Nc3ccc(C(=O)OC)cc3)CC2)cc1
 : -11 | -5
> O=C(c1cc2ccccn2n1)N1CCN(c2cccc(C(F)(F)F)c2)CC1
 : 9 | 8
> COc1ccccc1N/C(=N/S(=O)(=O)c1ccc(Cl)cc1)c1ccccc1
 : 1 | .
> COc1ccc(-c2nnc(SCC(=O)Nc3ccc4c(c3)OCCO4)n2N)cc1OC
 : 3 | .
> CCn1cc(C2=NC(c3ccccc3)CO2)c2ccccc21 (configuration not stated)
 : -10 | -25

(more compounds)
| molecule | RmlCD inh mix | HIV RNase H inh |
| --- | --- | --- |
| CC(=O)N=c1sc2cc(C)ccc2n1C | 10 | -4 |
| Cc1ccc(CC(=O)OCC(=O)NC2CCCC(C)C2C)cc1C (configuration not stated) | -7 | . |
| Cc1nccc(-c2ccc(-n3cnc4ccccc43)cc2)n1 | -14 | . |
| CC(C)OC(=O)c1cccnc1SCC(=O)N(C)c1ccccc1 | -10 | . |
| C=CCNC(=O)c1c(CSc2ccc(Cl)cc2)noc1C(=O)NCCC | 56 | . |
| COC(=O)c1cscc1NC(C)=O | 11 | . |
| O=c1c2ccccc2nc(-c2ccccc2)n1-c1cccnc1 | 2 | . |
| CCC(=O)Nc1ccc(C(=O)N/N=C/c2ccccc2[N+](=O)[O-])cc1 | -11 | . |
| CCCN1Cc2cccc(C(=O)NCc3cccs3)c2C1=O | . | -46 |
| O=C(Cn1c(=O)n(Cc2ccco2)c(=O)c2c3c(sc21)CCCCC3)c1ccccc1 | 6 | . |
| COc1ccc(C(=O)N2CC3(C)CC2CC(C)(C)C3)cc1OC (configuration not stated) | -7 | . |
| Cc1cc(NC(=O)c2ccc(Cl)cc2)c(C(C)C)cc1O | -2 | . |
| CCOC(=O)CSC1=C(C#N)C(c2ccc3c(c2)OCO3)CC(=O)N1 (configuration not stated) | 1 | -15 |
| Cc1ccc2nc(/C(C#N)=C\c3cc(C)n(-c4cccc([N+](=O)[O-])c4)c3C)[nH]c2c1 | -5 | . |
| CC1=C(C(N)=O)C(c2cccc(O)c2)n2nc(CCCO)nc2N1 (configuration not stated) | 5 | -10 |
| COc1ccccc1C1N(c2ccc(F)cc2)C(=O)C2CCCN21 (configuration not stated) | -6 | -7 |
| CCn1c(SCC(=O)c2ccccc2)nnc1-c1ccoc1C | -12 | -14 |
| O=C(C1CCCCN1S(=O)(=O)c1ccccc1)N1CCN(Cc2ccccc2)CC1 (configuration not stated) | -1 | . |
| CC(C)Cc1nc2oc3c(NCCCN4CCOCC4)ncnc3c2c2c1CCC2 | 7 | . |
| COCCN1CN=C(Nc2nc3ccccc3s2)NC1 | -6 | 1 |
| Cc1cccc2c1OCC/C2=N\NC(=O)COc1ccccc1 | 7 | . |
| CC(C)C(=O)N(Cc1cc(=O)[nH]c2ccccc12)c1ccccc1 | 10 | 1 |
| COCCN=C1OC(=O)N2C(=O)C3=C4[C@@H](C[C@H]5C(=O)N(c6ccccc6)C(=O)[C@H]5[C@H]4[C@@]12Cc1ccccc1)[C@H]1C(=O)N(c2ccccc2)C(=O)[C@H]1[C@H]3C | -6 | . |
| c1coc(-c2nc(-c3ccco3)c(-c3ccco3)nc2-c2ccco2)c1 | -47 | 86* |
| CC(C)CN1C(=O)c2ccc(C(=O)Nc3ccncc3)cc2C1=O | 6 | 6 |
| CC(C)C(C(=O)NC1CCCCC1)N(CC1CCCO1)C(=O)CNS(=O)(=O)c1ccc(F)cc1 (configuration not stated) | 2 | -1 |
| CC1CCCN(C(=O)c2ccc(S(=O)(=O)N3CCC(c4nc5ccccc5s4)CC3)cc2)C1 (configuration not stated) | -26 | . |
| CC(C)n1cc(/C=C2/NC(=O)N(c3cccc(Cl)c3)C2=O)c2ccccc21 | -14 | . |
| Cc1ccccc1OCC(=O)N(Cc1cccs1)C1CCS(=O)(=O)C1 (configuration not stated) | -2 | -7 |
| CCOc1cc(C(=O)Nc2ccc(N3CCN(S(C)(=O)=O)CC3)cc2)cc(OCC)c1OCC | 146 | 21 |
| C=CCOc1nc(N2CCCC2)nc(N2CCCC2)n1 | 4 | -43 |
| COc1cccc(C(=O)CSc2nnc(-c3cccs3)o2)c1 | . | -6 |
| CN1/C(=C\C(=O)c2oc3ccccc3c2N)C(C)(C)c2ccccc21 | -10 | . |
| CC1(C)CC(=O)C2=C(C1)OC(N)=C(C#N)C2CCc1ccccc1 (configuration not stated) | 5 | -3 |
| O=C(N/N=C\c1ccc(Sc2ccccn2)o1)c1cccc(F)c1 | 9 | . |
| COc1ccc(CCNC(=O)NC2CCCCC2)cc1OC | -75 | 3 |
| CCOC(=O)C1=C(Nc2cccc(Cl)c2)OCC1=O | 3 | -15 |
| CCCc1[nH]nc2c1C(Cc1ccccc1)C(C#N)=C(N)O2 (configuration not stated) | -3 | -2 |
| CC(=O)c1c(C)[nH]c(C(=O)OCC(=O)NCCc2ccc(F)cc2)c1C | -8 | -3 |
| COc1ccccc1C(=O)Oc1ccc(C(C)C)cc1 | -12 | . |

Compound profiles (already shown). Order of screens: RmlCD inh mix, HIV RNase H inh
CC(C)CN1C(=O)c2ccc(C(=O)Nc3ccncc3)cc2C1=O is entered as 6, 6
CC(C)C(C(=O)NC1CCCCC1)N(CC1CCCO1)C(=O)CNS(=O)(=O)c1ccc(F)cc1 (configuration not stated) is entered as 2, -1
CCOc1cc(C(=O)Nc2ccc(N3CCN(S(C)(=O)=O)CC3)cc2)cc(OCC)c1OCC is entered as 146, 21
Cc1ccccc1OCC(=O)N(Cc1cccs1)C1CCS(=O)(=O)C1 (configuration not stated) is entered as -2, -7

Later entries
mol: Cc1ccccc1-n1c(C)cc(/C=N/Nc2ccc([N+](=O)[O-])cn2)c1C
  RmlCD inh mix = -7
  HIV RNase H inh = .

mol: COc1ccc(N2CCN(S(=O)(=O)c3ccc(OC)cc3)CC2)cc1
  RmlCD inh mix = 0
  HIV RNase H inh = -1

mol: COc1cccc(OCCCOc2ccccc2C(C)C)c1
  RmlCD inh mix = -7
  HIV RNase H inh = .

mol: CC(C)NC(=O)CSc1nnc(-c2ccc(C(C)(C)C)cc2)n1C
  RmlCD inh mix = 3
  HIV RNase H inh = 5

mol: CCOC(=O)c1ccc(NC(=O)c2nc[nH]c2C(=O)N(C)Cc2ccccc2)cc1
  RmlCD inh mix = -8
  HIV RNase H inh = .

mol: COc1ccccc1-c1nnc2sc(COc3ccccc3)nn12
  RmlCD inh mix = 2
  HIV RNase H inh = -28

mol: COc1ccc(C(=O)NC(=S)NCc2ccco2)cc1OC
  RmlCD inh mix = -9
  HIV RNase H inh = .

mol: O=C(O)c1[nH]c2ccc(Cl)cc2c1CC(=O)N1CCN(c2ccccc2)CC1
  RmlCD inh mix = 3
  HIV RNase H inh = -21

mol: COC(=O)Cc1c[nH]c2cccc(OCC(O)CN(Cc3ccccc3)C(C)C)c12 (configuration not stated)
  RmlCD inh mix = -1
  HIV RNase H inh = .

mol: COC(/C=C/Nc1ccc(Br)cc1)=C(C#N)C#N
  RmlCD inh mix = -3
  HIV RNase H inh = .

mol: CCCn1c2c(c(O)c(C(=O)Nc3ccccn3)c1=O)CCCC2
  RmlCD inh mix = .
  HIV RNase H inh = -15

mol: CCn1c(SCC(=O)O)nnc1-c1ccccc1
  RmlCD inh mix = 4
  HIV RNase H inh = -11

mol: O=C(O)c1ccccc1C(=O)NCc1ccccc1
  RmlCD inh mix = -1
  HIV RNase H inh = -4

mol: CC(=O)N(Cc1cc(=O)[nH]c2ccccc12)c1ccc(C)cc1
  RmlCD inh mix = .
  HIV RNase H inh = -1

mol: CC(=O)NC(=O)COC(=O)/C=C/c1c(C)nn(Cc2c(Cl)cccc2Cl)c1Cl
  RmlCD inh mix = 7
  HIV RNase H inh = .

mol: CC(C)CCOc1cccc(OCC(=O)NC2CCS(=O)(=O)C2)c1 (configuration not stated)
  RmlCD inh mix = -12
  HIV RNase H inh = 2

mol: COc1ccc(CNC(=O)[C@@H]2CC=C[C@@H]3CCN(Cc4ccccc4)C(=O)[C@@H]32)cc1
  RmlCD inh mix = -8
  HIV RNase H inh = .

mol: CC1CCCC(C)N1C(=O)CSc1nc2ccccc2s1 (configuration not stated)
  RmlCD inh mix = 12
  HIV RNase H inh = .

mol: Cc1ccc2c(c1)COc1c3ccc(C(=O)N[C@@H](C)CO)cc3nn1-2
  RmlCD inh mix = -5
  HIV RNase H inh = .

mol: CC(C)Cc1cc(C(=O)Nc2cc(Br)ccc2O)no1
  RmlCD inh mix = -10
  HIV RNase H inh = -4

From PubChem
